bIAP inh = bovine intestinal alkaline phosphatase inhibitors, primary screen, selectivity assay for TNAP inhibitor project, biochemical, bovine IAP, CDP-star luminescence. alkaline phosphatase, intestinal [Bos taurus]. purified bovine IAP, 30 min. inhibition, % at 20 µM. 190,000 tested, under 10 active;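 active = over 50% inhibition of intestinal alkaline phosphatase at 20 µM in the single-dose screen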
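test system = bovine IAP enzyme | medium = DEA buffer 100 mM, pH 9.8, with MgCl2 1.0 mM, ZnCl2 0.02 mM | detection = luminescence | dosing = single compound dose of 20 µM, 2% DMSO final | incubation = 30 min reaction at room temperature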
PPARg SRC1 recr = PPARgamma agonists recruiting SRC-1 coactivator, primary screen, biochemical | activation, % at 8 µM | Peroxisome proliferator-activated receptor gamma (Homo sapiens), P37231 | AID 631, 2007 | PPARgamma-SRC-1 coactivator recruitment biochemical assay | hit rate 0.41% among 200,000; in the data active = activation above about 19%;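 note: 0% = DMSO and 100% = reference agonist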
DTT redox prof = compounds producing H2O2 with reducing agent – biochemical, NIH compound library profiling, artefact control for MLSCN library redox annotation, primary screen; DTT-dependent redox cycling H2O2, phenol red/HRP absorbance; 100% = 100 µM peroxide control, 0% = buffer; hit rate 0.03% among 200,000; activation, % at 10 µM;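 active = activation of at least 50% relative to the plate's high and low controls in the primary single-dose screen; inactive = activation below 50%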;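 note: compound incubated with DTT at 0.8 mM final as the reducing agent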
bIAP act = bovine intestinal alkaline phosphatase activators, primary screen, biochemical, bovine IAP, CDP-star luminescence. hit rate 0.17% among 200,000. alkaline phosphatase, intestinal [Bos taurus]. activation factor at 20 µM. purified bovine IAP, 30 min; hits give high values; fold of DMSO-control signal, blank-subtracted;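 active = activation factor of 2 or more at 20 µM, a signal rise over negative controls twice the positive control's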
TR-FRET SRC-2 ct = TR-FRET signal artefacts, primary screen, artefact control for PPARgamma SRC-2 agonist project, biochemical; TR-FRET ratio at 8 µM; hit rate 0.4% among 200,000; AID 1049, 2008; TR-FRET artefact counter-screen; hits give high values; in the data active = TR-FRET ratio above about 2000; note: inactives centre near 1500
S1P3 antag = S1P3 receptor antagonists, primary screen, cell-based; Sphingosine 1-phosphate receptor 3 (Homo sapiens), Q99500; CHO S1P3 NFAT-BLA reporter, FRET fluorescence, antagonist mode; hit rate 0.27% among 170,000; inhibition, % at 4.98 µM; AID 485, 2006;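 active = inhibition above the plate cutoff, the mean inhibition of test wells on that plate plus 3 SD, cut at about 28% in these data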;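 note: cells challenged with S1P at its EC80 of 0.8 µM; blue over green emission ratio from cleaved BLA substrate after 4 h stimulation; 0% = S1P-stimulated wells and 100% = unstimulated DMSO-only wells; some compounds past the cut are filed as inactive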
Lmaj promast = Leishmania major promastigote growth inhibition, primary screen; inhibition, % at 10 µM; Leishmania major promastigotes, resazurin fluorescence viability; hit rate 9% among 200,000; in the data active = inhibition above about 50%;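 note: promastigotes grown with compound for 44 hours at 28 °C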
TLR4 MyD88 comp = inhibitors of TLR4-MyD88 association in cells, primary screen, cell-based, HeLa CL3-4, BLA complementation, FRET ratio; HeLa CL3-4 TLR4/MyD88 BLA complementation; inhibition, % at 8.4 µM; Toll-like receptor 4 (Homo sapiens) + Myeloid differentiation primary response protein …; hit rate 0.18% among 200,000; in the data active = inhibition above about 25%;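 note: 0% = vehicle and 100% = reference inhibitor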
Target sequence (O00206 whole entry, looked up): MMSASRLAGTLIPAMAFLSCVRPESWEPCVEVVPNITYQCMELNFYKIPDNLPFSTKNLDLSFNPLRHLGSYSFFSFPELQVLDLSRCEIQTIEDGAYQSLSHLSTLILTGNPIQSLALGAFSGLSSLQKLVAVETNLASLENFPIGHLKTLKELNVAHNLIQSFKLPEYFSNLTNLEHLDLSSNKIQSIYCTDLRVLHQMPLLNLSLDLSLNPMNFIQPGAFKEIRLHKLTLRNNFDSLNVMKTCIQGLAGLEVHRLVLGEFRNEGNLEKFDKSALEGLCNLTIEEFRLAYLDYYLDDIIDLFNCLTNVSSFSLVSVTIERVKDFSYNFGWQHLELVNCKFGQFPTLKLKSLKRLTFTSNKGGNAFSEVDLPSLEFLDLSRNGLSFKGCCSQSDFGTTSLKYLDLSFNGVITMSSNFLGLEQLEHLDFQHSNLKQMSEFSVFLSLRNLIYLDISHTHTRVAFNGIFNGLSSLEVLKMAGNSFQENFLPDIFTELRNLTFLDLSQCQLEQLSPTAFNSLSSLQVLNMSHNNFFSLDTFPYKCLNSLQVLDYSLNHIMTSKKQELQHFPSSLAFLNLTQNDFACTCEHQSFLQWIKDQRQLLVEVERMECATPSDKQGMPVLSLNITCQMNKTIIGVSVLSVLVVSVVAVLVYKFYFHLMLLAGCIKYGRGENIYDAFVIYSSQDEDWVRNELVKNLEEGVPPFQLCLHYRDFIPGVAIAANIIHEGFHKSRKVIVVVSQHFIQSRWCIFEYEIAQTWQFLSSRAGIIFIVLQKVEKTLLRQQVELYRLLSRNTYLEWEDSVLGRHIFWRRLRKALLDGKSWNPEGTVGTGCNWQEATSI
Target sequence (Q99836 whole entry, looked up): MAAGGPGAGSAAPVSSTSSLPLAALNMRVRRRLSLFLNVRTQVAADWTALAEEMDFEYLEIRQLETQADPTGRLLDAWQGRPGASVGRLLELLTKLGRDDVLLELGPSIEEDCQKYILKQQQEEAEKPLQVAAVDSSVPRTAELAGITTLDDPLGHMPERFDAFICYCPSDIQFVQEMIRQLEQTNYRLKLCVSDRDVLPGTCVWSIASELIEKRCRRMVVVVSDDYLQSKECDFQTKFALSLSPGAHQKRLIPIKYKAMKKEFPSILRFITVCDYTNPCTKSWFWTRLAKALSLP
PPARg SRC-3 ag = PPARgamma agonists recruiting SRC-3 coactivator, primary screen, biochemical; Peroxisome proliferator-activated receptor gamma (Homo sapiens), P37231; biochemical PPARgamma/SRC-3 coactivator recruitment assay; activation, % at 8 µM; hit rate 0.26% among 200,000; in the data active = activation above about 23%;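 note: 0% = DMSO and 100% = reference agonist; some compounds past the cut are filed as inactive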
PPARg SRC-2 ag = agonists of PPARg-SRC-2 recruitment, primary screen, biochemical, HTS | PPARgamma LBD-SRC-2 recruitment | activation, % at 8 µM | hit rate 0.34% among 200,000 | AID 1032, 2008; in the data active = activation above about 22%;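 note: 0% = vehicle and 100% = reference agonist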
ROMK mod = ROMK potassium channel modulators, primary screen, cell-based, thallium flux, MLSMR library | ATP-sensitive inward rectifier potassium channel 1 (Homo sapiens), P48048 | Tet-inducible ROMK, thallium flux fluorescence; actives lie on both sides | B-score at 10 µM | hit rate 2% among 130,000 | AID 1918, 2009;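 active = signal ratio slope over the read window, or its plate-corrected B-score, at least 3 SD from the plate mean, either direction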;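 note: B-score of the F/F0 ratio slope over 7 to 12 s after thallium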
* hit, by the source's call; . = not tested or not shown.

Below each SMILES: bIAP inh | PPARg SRC1 recr | DTT redox prof | bIAP act | TR-FRET SRC-2 ct | S1P3 antag | Lmaj promast | TLR4 MyD88 comp | PPARg SRC-3 ag | PPARg SRC-2 ag | ROMK mod
(1) CCC1(C)Cc2c(sc3nnn(Cc4ccccc4Cl)c(=O)c23)CO1 (stereo not drawn)
  4 | -5 | 1.2 | 1 | 1689 | . | 3 | -1 | 6 | 9 | .
(2) OC(CNCCc1ccc(Cl)cc1)COc1ccc2ccccc2c1 (stereo not drawn)
  4 | 5 | -1.9 | 1 | 1590 | -7 | 83* | -3 | -2 | 11 | -2.1
(3) COC(=O)c1c(NC(=O)c2ccc(C)cc2)sc(Cc2ccccc2)c1C
  14 | 1 | 0.3 | 0.9 | 1494 | . | -4 | 15 | 12 | -2 | .
(4) Cc1cccc2cc(COC(=O)C3CCCO3)c(=O)[nH]c12 (stereo not drawn)
  0 | 4 | -2.8 | 1 | 1521 | 11 | -4 | 2 | 3 | 6 | 0.34
(5) CCOC(=O)C1=C(C)NC(=O)NC1c1ccc(OCC(=O)N2CCCCC2)cc1 (stereo not drawn)
  6 | 11 | -1.1 | 0.9 | 1721 | 8 | 2 | 0 | 8 | 9 | .
(6) O=C(C1CCC(N2C(=O)C3CC=CCC3C2=O)CC1)N1CCCCC1 (stereo not drawn)
  4 | -5 | -3.6 | 1 | 1560 | -14 | 0 | -4 | -3 | 5 | .
(7) COCCCn1c(=S)[nH]c2ncccc2c1=O
  -5 | 3 | -0.6 | 1.1 | 1731 | -16 | -2 | 7 | 5 | 3 | .
(8) Cc1ccc(CN2CCS(=O)(=O)CC2)o1
  0 | 6 | 0.3 | 1 | 1559 | 8 | -13 | -3 | 2 | -1 | -0.32
(9) CCO/N=C/C1=C(O)C(C(=O)OC)C(C)(C)CC1=O (stereo not drawn)
  -4 | -6 | 5.5 | 1 | 1353 | -29 | 2 | -10 | -4 | -8 | 1.1
(10) Cc1cccc(CN2CCN(Cc3nc4c(s3)CCCC4)CC2CCO)n1 (stereo not drawn)
  7 | -2 | -1.1 | 0.9 | 1560 | -5 | -1 | -8 | 3 | 4 | -0.53
(11) O=C(O)C1CCN(c2ccccc2[N+](=O)[O-])CC1
  6 | 5 | -1.0 | 0.9 | 1838 | -25 | -5 | 0 | 3 | 0 | -2.2
(12) CCn1cc(C(=O)O)c(=O)c2cc(F)c(N3CCN(C(=S)NC(=O)c4ccc(Br)cc4)CC3)cc21
  -23 | 5 | -1.6 | 1.2 | 1360 | -15 | -2 | 9 | -1 | 5 | -0.23
(13) CC(=O)N1CCc2cc(S(=O)(=O)NC(Cc3ccccc3)C(=O)Nc3cc(C)ccn3)ccc21 (stereo not drawn)
  -2 | 2 | 0.2 | 1 | 1503 | . | 8 | 2 | 0 | 1 | -2.1
(14) NN1C(=O)c2cccc3c(C(=O)O)ccc(c23)C1=O
  49 | 0 | 0.4 | 0.5 | 1465 | -5 | -7 | -2 | -1 | 5 | .
(15) Cc1ccc2c(C)c(C(=O)Nc3c(C)n(C)n(-c4ccccc4)c3=O)oc2c1
  -9 | 5 | -0.4 | 1.1 | 1520 | -18 | -6 | 10 | -1 | 1 | .
(16) CCCc1cc(-c2[nH]ncc2-c2ccc3c(c2)OCCCO3)c(O)cc1OC
  -61 | 2 | -0.2 | 1.6 | 1557 | . | 7 | -8 | -8 | -3 | .
(17) CC(OC(=O)C1CCCO1)C(=O)NC1CCCC1 (stereo not drawn)
  6 | 6 | 0.5 | 0.9 | 1680 | -12 | -5 | 3 | 8 | 6 | .
(18) O=C(NC1CCCc2ccccc21)C1CCN(S(=O)(=O)c2ccccc2F)CC1 (stereo not drawn)
  18 | 6 | -0.4 | 0.8 | 1664 | -8 | 85* | -5 | 2 | 4 | 0.25
(19) CCCCc1ccc(N=N/C(C(=O)Nc2ccccc2OC)=C(/C)O)cc1
  -16 | -1 | 1.6 | 1.2 | 1568 | -15 | -6 | -7 | 4 | 1 | 1.4
(20) COc1ccc(Br)c(/C=N/NC(=O)COc2ccc(-c3ccccc3)cc2)c1
  41 | 1 | -1.8 | 0.6 | 1503 | . | 2 | 4 | 5 | -3 | 1.4
(21) CN(C)c1ccc(C2N(C(=O)N3CCOCC3)CCN2S(=O)(=O)c2ccccc2)cc1 (stereo not drawn)
  7 | 0 | -0.9 | 0.9 | 1535 | -7 | 0 | -1 | -4 | 1 | .
(22) FC(c1nc2ccccc2[nH]1)C(F)(F)F (stereo not drawn)
  -4 | 1 | -1.1 | 1 | 1553 | -4 | -3 | 0 | -5 | 0 | 0.063
(23) O=C(O)c1ccccc1Sc1c([N+](=O)[O-])cc(C(F)(F)F)cc1[N+](=O)[O-]
  -2 | 0 | -0.1 | 1 | 1572 | 0 | -8 | -1 | 5 | 1 | 0.7
(24) COc1ccc(Cl)cc1N(CC(=O)N1CCN(Cc2ccccc2)CC1)S(C)(=O)=O
  -8 | 12 | -2.4 | 1.1 | 1565 | . | 0 | 7 | 14 | 3 | 0.29
(25) CC(C)(CNC(=O)C1CCCC1)CNC(=O)C1CCCC1
  8 | 7 | 2.2 | 0.9 | 1587 | 4 | -4 | 1 | 6 | -1 | .
(26) Cc1cc([N+](=O)[O-])nn1CC(=O)Nc1cccc2nonc12
  -10 | 8 | 0.2 | 1.1 | 1676 | 7 | -9 | -3 | 6 | 10 | 0.19
(27) COc1ccc(S(=O)(=O)N2CCC(C(=O)NCc3cccc(OC)c3)CC2)cc1
  -7 | 0 | 0.1 | 1.1 | 1513 | 10 | 0 | 3 | -11 | 2 | -0.37
(28) CCOn1c(=O)c(-c2ccc(Cl)cc2)[n+]([O-])c2ccccc21
  0 | 8 | 0.2 | 1 | 1487 | . | -6 | -3 | 5 | 6 | .
(29) CC(C)(C)NC(=O)/C(=C\C=C\c1ccccc1)NC(=O)c1ccc([N+](=O)[O-])cc1
  8 | 9 | -0.4 | 0.9 | 1669 | 0 | 4 | 1 | 0 | 1 | 0.17
(30) COCc1nnc(NC(=O)c2ccc(S(=O)(=O)N(CC(C)C)CC(C)C)cc2)o1
  -18 | 8 | 0.4 | 1.2 | 1438 | -9 | -5 | 0 | 4 | -6 | 0.12

Structural class, the entries above containing a furan ring, fused or not
Below each SMILES: bIAP inh | PPARg SRC1 recr | DTT redox prof | bIAP act | TR-FRET SRC-2 ct | S1P3 antag | Lmaj promast | TLR4 MyD88 comp | PPARg SRC-3 ag | PPARg SRC-2 ag | ROMK mod
(8) Cc1ccc(CN2CCS(=O)(=O)CC2)o1
  0 | 6 | 0.3 | 1 | 1559 | 8 | -13 | -3 | 2 | -1 | -0.32
(15) Cc1ccc2c(C)c(C(=O)Nc3c(C)n(C)n(-c4ccccc4)c3=O)oc2c1
  -9 | 5 | -0.4 | 1.1 | 1520 | -18 | -6 | 10 | -1 | 1 | .

The results go on:
Below each SMILES: bIAP inh | PPARg SRC1 recr | DTT redox prof | bIAP act | TR-FRET SRC-2 ct | S1P3 antag | Lmaj promast | TLR4 MyD88 comp | PPARg SRC-3 ag | PPARg SRC-2 ag | ROMK mod
(31) Cc1onc(-c2ccccc2)c1C(=O)N1CCN(C(=O)c2ccco2)CC1
  3 | 8 | 0.6 | 1 | 1599 | -2 | -9 | 3 | 2 | 11 | -0.13
(32) CCOC(=O)c1c(NC(=O)C2=C(C)NC(=S)NC2c2ccccc2C(F)(F)F)sc(C)c1C (stereo not drawn)
  11 | -3 | 0.0 | 0.9 | 1499 | -8 | 23 | 9 | 6 | 5 | -0.8
(33) Cn1ccc(C(=O)Nc2ccc(Br)cc2Br)n1
  -10 | -1 | -0.8 | 1.1 | 1552 | -3 | 0 | 3 | -3 | -1 | -0.82
(34) C/C(=N\O)c1sc(-c2ccccc2)nc1C
  10 | 1 | -1.3 | 0.9 | 1613 | 13 | 10 | -18 | 5 | 1 | -1.4
(35) COc1ccc(N2C(=O)CC(Sc3nc4ccccc4s3)C2=O)cc1 (stereo not drawn)
  0 | 0 | -0.3 | 1 | 1584 | 3 | 1 | 5 | 2 | 0 | 0.21
(36) CCN(CC)S(=O)(=O)c1cc(C)c(C)cc1Br
  3 | 0 | 2.4 | 1 | 1649 | 3 | 11 | 0 | 6 | 2 | .
(37) Cc1cccc(CSCc2nnc(N)s2)c1
  6 | 5 | -7.5 | 0.9 | 1465 | . | -5 | -1 | 4 | 7 | .
(38) COC(=O)c1ccccc1NC(=O)CN(c1cc(OC)ccc1OC)S(C)(=O)=O
  7 | 5 | 0.1 | 0.9 | 1456 | . | 10 | -7 | -3 | -1 | 0.19
(39) O=C(CSc1ncn(-c2ccccc2)n1)Nc1nc2c(s1)CCCC2
  2 | 2 | 1.2 | 1 | 1597 | 0 | 10 | -22 | 7 | 13 | .
(40) CN(C)c1ccc(/C=C/c2ccncc2)cc1
  0 | -4 | 1.5 | 1 | 1455 | -15 | 0 | 2 | 10 | 3 | .
(41) Cc1cc(C(=O)CCl)c(C)n1CC1COc2ccccc2O1 (stereo not drawn)
  5 | 5 | 0.1 | 1 | 1638 | -13 | 101* | 10 | -2 | 2 | -1.1
(42) Cc1sc(NC(=O)CN(Cc2ccccc2)C(=O)C(C)C)c(C(N)=O)c1C
  -2 | 0 | 0.0 | 1 | 1603 | -6 | -4 | 4 | -2 | -6 | -0.89
(43) CCN(CC)CCCn1c(=S)[nH]c2cc(C(=O)OC)ccc2c1=O
  17 | 0 | -0.1 | 0.8 | 1735 | . | 6 | -4 | 3 | 2 | 0.0032
(44) Clc1ccc(-n2nnnc2-c2cnc(-c3ccccn3)nc2-c2cccs2)cc1
  19 | -3 | 0.6 | 0.8 | 1558 | . | 61* | 8 | -6 | 6 | .
(45) COc1ccnc(-n2cccc2C=O)c1C#N
  -5 | 6 | -0.4 | 1.1 | 1554 | -6 | -3 | -6 | 0 | 5 | 0.85
(46) COc1ccc(C(=O)NN/C(C)=C/C(=O)C(F)(F)C(F)(F)C(F)(F)F)cc1
  25 | 0 | 0.0 | 0.8 | 1436 | 4 | -7 | 9 | 0 | -1 | 1.1
(47) COC(=O)/C(C(C)=O)=C(\C=C\N(C)C)N(C)C
  6 | 7 | -0.1 | 0.9 | 1445 | . | -4 | -15 | 4 | 9 | 0.0019
(48) Cc1csc(NC(=O)CSc2nnc(-c3ccoc3C)n2CCc2ccccc2)n1
  0 | 7 | 0.7 | 1 | 1469 | -3 | 29 | 3 | -1 | 9 | -0.73
(49) Cc1ccc(OCCC(=O)OCC(=O)C(C)(C)C)cc1
  8 | 0 | 0.3 | 0.9 | 1588 | -13 | -6 | 22 | -6 | 4 | .
(50) C/C(O)=C/c1nc2ccccc2[nH]c1=O
  16 | 5 | 0.1 | 0.8 | 1485 | 3 | -1 | 0 | 0 | -3 | 0.64
